Source: PubChem BioAssay
TNF death inh: inhibitors of TNF-alpha triggered necroptosis, primary screen, cell-based, Jurkat FADD-/-, single concentration. Jurkat FADD-/- TNF necroptosis rescue, ATP luminescence, 24 h; 0 = TNF only, 100 = no-TNF cells. activation (protection from cell death), % at 10 µM. 220,000 tested, 0.068% active;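 active = activation, meaning protection from cell death, of at least 50% relative to plate controls; inactive = activation below 50%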;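 note: necroptosis triggered by 40 ng/mL TNF-alpha added together with compound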
Hck Nef HTS: inhibitors of Nef-activated human Hck kinase, primary screen, biochemical, Z-Lyte FRET, 384-well, Hck-YEEI; Recombinant Hck-YEEI plus Nef, Z-Lyte FRET kinase assay; inhibition, % at 20 µM; 220,000 tested, 0.68% active;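 active = Hck-Nef kinase inhibition above about 50%, limit read from the data; inactive = inhibition below that limit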;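 note: 0% = DMSO with Hck plus Nef and 100% = Hck alone without Nef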
hK5 inh: human KLK5 protease inhibitors, primary screen, biochemical, 1536-well. Kallikrein-5 (Homo sapiens), Q9Y337. 210,000 tested, 0.59% active. inhibition, % at 5 µM. recombinant hK5, fluorogenic AMC substrate cleavage. AID 873, 2007;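 active = inhibition of 40% or more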;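 note: 0% = enzyme controls without compound and 100% = no-enzyme blanks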
Target sequence (Q9Y337 67-293 limits assumed): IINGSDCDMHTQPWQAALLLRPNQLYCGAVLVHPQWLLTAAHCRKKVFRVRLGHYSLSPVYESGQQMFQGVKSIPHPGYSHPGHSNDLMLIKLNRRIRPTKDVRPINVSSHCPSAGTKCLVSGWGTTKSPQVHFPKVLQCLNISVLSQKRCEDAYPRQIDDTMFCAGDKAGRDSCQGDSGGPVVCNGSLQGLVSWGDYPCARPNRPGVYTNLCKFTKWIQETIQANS
L929 necroptosis: inhibitors of zVAD-triggered necroptosis, primary screen, L929 cells | L929 zVAD necroptosis rescue, ATP luminescence, 24 h; with zVAD 60 µM | viability rescue, % at 10 µM | 220,000 tested, 0.38% active | AID 1377, 2008;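 active = activation, scaled between plate controls, above about 75%, limit read from the data; inactive = activation under that limit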;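 note: 0% = zVAD with DMSO and 100% = DMSO alone without zVAD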
FXIIa inh 1536: human FXIIa protease inhibitors, primary screen, biochemical, 1536-well. inhibition, % at 5 µM. 220,000 tested, 0.3% active. purified FXIIa, Boc-QGR-AMC fluorogenic substrate, 2 h; in the data active = inhibition above about 40%;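 note: 0% = enzyme with no compound and 100% = blank without enzyme; many of its hits are not listed in these tables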
Target sequence (P00748 20-372 limits assumed): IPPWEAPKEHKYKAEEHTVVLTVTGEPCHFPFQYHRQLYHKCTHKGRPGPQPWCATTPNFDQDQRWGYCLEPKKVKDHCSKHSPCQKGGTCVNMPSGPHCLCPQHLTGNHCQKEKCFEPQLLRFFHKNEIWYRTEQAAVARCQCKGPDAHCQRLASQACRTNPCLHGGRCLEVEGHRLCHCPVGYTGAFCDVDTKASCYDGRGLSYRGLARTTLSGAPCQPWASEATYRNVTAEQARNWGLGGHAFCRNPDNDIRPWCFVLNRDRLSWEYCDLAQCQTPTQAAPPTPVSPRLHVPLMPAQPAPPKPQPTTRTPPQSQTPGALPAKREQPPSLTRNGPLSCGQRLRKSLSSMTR
Target sequence (P00748 373-615 limits assumed): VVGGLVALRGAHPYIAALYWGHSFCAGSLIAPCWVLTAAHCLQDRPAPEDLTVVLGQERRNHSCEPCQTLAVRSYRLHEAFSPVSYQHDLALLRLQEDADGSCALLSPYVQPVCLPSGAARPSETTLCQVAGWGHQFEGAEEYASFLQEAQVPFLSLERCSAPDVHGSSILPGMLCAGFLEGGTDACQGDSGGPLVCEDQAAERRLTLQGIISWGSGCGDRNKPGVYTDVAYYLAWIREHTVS
KCC2 mod: KCC2 cotransporter modulators, thallium flux, primary screen, cell-based, HEK293 KCC2, FluoZin-2 fluorescence, MLSMR; Solute carrier family 12 member 5 (Homo sapiens), Q9H2X9; KCC2 cells, thallium flux FluoZin-2 fluorescence; B-score of Tl+ flux slope (higher = more flux/activation; lower = inhibition) at 10 µM; 190,000 tested, 2.2% active; AID 1456, 2008;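 active = thallium flux slope and its plate-corrected score both differing from the plate sample mean at a set confidence after two filtering rounds, in either direction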;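 note: slope of fluorescence scaled to starting intensity during 10 to 20 s after thallium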
Thrombin inh: human alpha-thrombin inhibitors, primary screen, counter-screen for coagulation protease inhibitor project, biochemical, 1536-well, fluorogenic AMC substrate; Boc-VPR-AMC fluorogenic substrate cleavage; inhibition, % at 5 µM; 220,000 tested, 0.26% active;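 active = inhibition at or above 40%; inactive = inhibition below 40%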;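 note: 0% = enzyme with no compound and 100% = wells without enzyme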
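Material: Human alpha-thrombin protein | Buffer or medium: pH 7.5 Tris-saline with Tween 20 | Reagent: Boc-VPR-AMC substrate, 15 µM final | Schedule: Reaction at ambient temperature | Detection: AMC fluorescence at 355 nm excitation and 460 nm emission | Evaluation: Percent inhibition scaled between no-compound controls and no-enzyme blanks | Controls: no-compound enzyme wells and no-enzyme blanks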
Rad51 HR inh: human RAD51 strand exchange inhibitors, primary screen, biochemical, fluorescence. hRad51 DNA strand exchange, fluorescence dequenching. 200,000 tested, 0.085% active. inhibition, % at 10 µM. DNA repair protein RAD51 homolog 1 (Homo sapiens), Q06609;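 active = inhibition above 40% at the single screening dose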;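 note: 0% = DMSO control wells and 100% = blanks with heterologous ssDNA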
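Material: human Rad51–ssDNA filaments; Probe or stimulus: labelled 47-mer dsDNA for strand exchange; Doses: single 10 µM dose; Incubation: 37 °C 15-min filament assembly, 30-min compound preincubation, 15-min exchange; Technique: FRET fluorescence dequenching, excitation 485 nm, emission 520 nm; Measure: Fluorescence-based percent inhibition, control- and blank-normalised; Benchmarks: plate control and blank wells.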
FXIa inh 1536: human FXIa protease inhibitors, primary screen, biochemical, 1536-well; Coagulation factor XI (Homo sapiens), P03951; 220,000 tested, 0.14% active; purified FXIa, Boc-Glu-Ala-Arg-AMC fluorogenic substrate; inhibition, % at 5 µM;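 active = inhibition of at least 40%; inactive = inhibition below 40%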;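 note: fluorescence of freed AMC excited at 355 nm; 0% = enzyme without compound and 100% = no enzyme blank; many of its hits are not listed in these tables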
The depositor's hits bear a star; i = inactive; . = no result given. An excerpt; the hit share may differ from the screen's.

SMILES	TNF death inh	Hck Nef HTS	hK5 inh	L929 necroptosis	FXIIa inh 1536	KCC2 mod	Thrombin inh	Rad51 HR inh	FXIa inh 1536
O=C(NNC(=S)NC(=O)c1ccco1)c1ccc(NC(=O)c2ccccc2)cc1	-1.5	26.0	-9.3	2.6	10.4	-0.566	-6.4	6.3	0.1
COc1ccc(N2CCc3c(C)nc4c(OC)cccc4c32)cc1	-7.4	25.7	-2.8	-0.7	7.2	-0.0227	1.7	-6.1	-1.8
CC(C)CNC(=S)Nc1ccc(S(N)(=O)=O)cc1	0.1	6.5	-13.1	-0.2	6.6	1.29	-4.6	.	1.1
Cc1ccc(/C=C(\C#N)C(=O)N2CCCC2)c(C)c1	2.4	24.5	-5.0	0.2	0.6	-0.521	0.4	-41.4	-6.2
O=C1C(Cc2ccccc2)NC(=S)N1c1ccccc1 (stereo not drawn)	-2.9	-0.1	-0.3	-0.2	24.6	1.08	4.6	0.8	6.3
COC(=O)CCS(=O)(=O)c1ccc(Cl)cc1	1.1	0.9	2.3	1.7	-1.1	0.524	0.2	-1.2	-4.7
CC(=O)Nc1ccccc1C(=O)C(=O)Nc1cccc(C(=O)NC2CC2)c1	2.2	0.3	-19.6	-0.2	0.9	0.196	-10.8	4.7	-0.4
CCn1cc([N+](=O)[O-])c(C(=O)Nc2nc3ccc(OC)cc3s2)n1	0.0	25.8	-15.0	0.0	2.5	0.704	-6.0	32.4	-7.1
Cc1oc2c(c1C(=O)O)C(=O)c1ccccc1C2=O	-4.6	9.2	-3.2	1.7	7.8	0.0614	0.4	30.0	-1.1
O=C(Nc1ccc(Cl)cn1)c1ccc2c(c1)OCCO2	1.5	15.6	5.8	2.7	11.9	.	-4.1	-4.0	5.0
Cc1cccc(N2CCN(C(=O)CCN3C(=S)NC(C)(C)CC3C)CC2)c1C (stereo not drawn)	-0.3	-9.2	-5.3	-0.4	3.6	-0.357	-0.8	0.0	-2.8
COc1cc(/C=C2\CCc3ccccc3C2=O)cc(OC)c1OC	-1.2	3.8	-5.9	2.9	9.3	-3.43	-1.3	.	6.7
Cc1ccc(/C=C2\CCC3=C2OC(N)=C(C#N)C3c2ccc(C)cc2)cc1 (stereo not drawn)	-23.9	3.7	3.0	1.2	9.1	0.0977	-1.6	i	-0.4
Fc1ccc(NC(=S)N/N=C/c2ccc(F)c(F)c2)cc1	0.5	15.6	-7.5	-0.9	8.5	26.6*	-9.2	-10.7	-4.9
COc1ccc(/C=C/c2noc(-c3ccccc3O)n2)cc1	0.8	2.2	-7.1	0.5	2.1	0.0466	-6.0	1.2	2.4
CCC(=O)N1CCN(c2cc(C)ccc2C)CC1	-3.7	0.7	-7.9	0.7	4.1	.	-5.9	-2.9	-2.8
COC(=O)C(C(=O)OC)N1C(=O)CCC1=O	-1.4	0.2	-4.2	-0.1	-3.3	.	-0.4	-5.4	2.5
CCN(CC)Cc1cc(NC2=NS(=O)(=O)c3ccccc32)ccc1OC(=O)c1ccccc1	0.8	2.3	-13.8	0.6	19.0	1.1	-0.8	22.6	9.7
CC(CSc1nnnn1-c1ccccc1)Cn1c(N2CCN(C)CC2)nc2c1c(=O)[nH]c(=O)n2C (stereo not drawn)	0.4	9.9	-8.3	-0.6	3.1	-0.579	-10.0	8.7	-2.0
CC(C)CCNC(=O)c1ccc(C2SCC(=O)N2Cc2ccco2)cc1 (stereo not drawn)	-0.1	-3.5	-6.4	-0.6	12.6	-0.694	3.4	-8.7	6.7
CSCCC(NC(=O)C12CC3CC(CC(C3)C1)C2)C(=O)OCC(=O)c1ccc(Cl)cc1 (stereo not drawn)	-1.9	0.2	-4.3	0.3	7.0	-0.205	-5.4	-2.5	-5.0
Cc1cc(-c2cccs2)c2c(N)c(C(=O)c3ccc4c(c3)OCO4)sc2n1	2.8	-1.1	-4.5	1.0	7.6	i	-7.0	-51.1	1.9
Cc1ccc(C(=O)O)cc1S(=O)(=O)NCC1CCCO1 (stereo not drawn)	-0.9	0.2	-23.7	-0.2	7.4	-0.1	-1.2	0.3	-10.6
CCCOc1ccc(N2C(=O)CC(N3CCN(c4nc5ccccc5s4)CC3)C2=O)cc1 (stereo not drawn)	-0.3	-0.1	-5.7	0.3	15.8	1.4	-0.4	.	5.9
O=C1C2=C(CCCC2)C(=O)N1CNc1ccccc1	4.1	13.4	0.7	0.8	8.4	0.108	-1.5	6.3	1.6

Full records, looked up by structure. Values in the order: TNF death inh, Hck Nef HTS, hK5 inh, L929 necroptosis, FXIIa inh 1536, KCC2 mod, Thrombin inh, Rad51 HR inh, FXIa inh 1536
CC(C)CNC(=S)Nc1ccc(S(N)(=O)=O)cc1 as listed: 0.1, 6.5, -13.1, -0.2, 6.6, 1.29, -4.6, ., 1.1
Cc1cc(-c2cccs2)c2c(N)c(C(=O)c3ccc4c(c3)OCO4)sc2n1 as listed: 2.8, -1.1, -4.5, 1.0, 7.6, i, -7.0, -51.1, 1.9

(listing goes on)
SMILES	TNF death inh	Hck Nef HTS	hK5 inh	L929 necroptosis	FXIIa inh 1536	KCC2 mod	Thrombin inh	Rad51 HR inh	FXIa inh 1536
Cc1cccc(OCCCC(=O)Nc2ccc(S(=O)(=O)Nc3onc(C)c3C)cc2)c1C	0.5	2.9	-7.7	0.1	13.2	.	4.5	-0.7	2.0
COc1ccc(OC)c(/C=N/NC(=O)c2ccc(Cn3cc([N+](=O)[O-])cn3)o2)c1	0.4	1.2	-7.9	-0.1	12.3	-0.661	-12.9	-2.9	9.7
Cc1cnc(C(=O)OCC(=O)NC2CCCCC2)cn1	-4.1	1.8	-17.9	-0.3	14.1	0.518	2.7	-5.8	1.7
CS(=O)c1ccccc1COC(=O)Nc1ccc(Cl)cc1 (stereo not drawn)	-0.6	1.3	3.3	-0.6	4.8	.	-6.1	8.6	2.6
CCCn1c(SC2C(=O)CC(C)(C)CC2=O)nc2c1c(=O)n(C)c(=O)n2C	-2.6	3.6	-6.2	-0.1	10.0	.	-4.2	-15.0	1.5
CCN(CC)CCNC(=O)c1cc2cc(Br)ccc2s1	2.5	26.6	-1.6	14.4	6.7	-0.164	.	2.8	2.9
Cc1nn(C2CCS(=O)(=O)C2)c(Cl)c1/C=C/C(=O)OCC(=O)Nc1ccccc1OC(F)F (stereo not drawn)	-1.6	3.9	1.5	0.6	11.0	0.394	-2.3	6.7	-1.3
Cc1ccc(C(=O)N/C(=C\c2cccs2)C(=O)NCCc2ccccn2)cc1C	0.6	13.3	1.9	0.8	9.3	0.0963	8.8	20.3	-1.4
COc1ccc(OCC(=O)Nc2ccc3c(c2)nc(CN2CCN(C(C)=O)CC2)n3C)cc1	0.0	16.2	0.0	0.3	10.2	-0.801	-7.6	.	-0.4
Cc1c(Cl)cccc1NC(=S)NCC(c1cccnc1)N(C)C (stereo not drawn)	0.3	21.0	3.7	0.7	5.5	0.922	-21.1	10.4	13.9
O=C(Nc1ccc(N2CCOCC2)cc1)Nc1ccc2nsnc2c1	0.8	23.6	-5.8	73.4	9.5	-0.618	-1.8	11.1	1.0
CCOC(=O)C1(CCOc2ccccc2)CCN(Cc2cc(OC)c3c(c2)OCO3)CC1	-0.9	-1.2	.	0.1	8.0	-0.151	-3.0	-23.6	3.5
CCCS(=O)(=O)N1CCCC(C(=O)NCCCOCC)C1 (stereo not drawn)	-2.9	-0.1	-19.6	-0.4	6.9	1.1	-2.6	-1.4	-3.0
COc1ccc(C(=O)C2CCCN(C(=O)Cn3nc(C)cc3C)C2)cc1F (stereo not drawn)	0.6	12.4	0.4	-0.4	6.0	-0.379	-1.5	-4.5	-2.0
CCOc1cc(C)c(C(C)C)cc1S(=O)(=O)N1CCN(C)CC1	-0.8	-5.0	-18.3	0.3	9.9	-0.12	-4.9	0.8	-3.2
COc1nnc(-c2ccc(C)c(S(=O)(=O)NCCO)c2)c2ccccc12	-2.1	1.9	-13.1	-0.2	-4.7	0.0724	-4.6	-4.8	-0.2
Cc1ccc(C)c(-n2c(-c3csc(C)c3C)n[nH]c2=S)c1	0.7	5.7	-8.9	-0.3	3.4	4.03	-6.6	.	-5.4
CCOC(=O)C1=C(c2ccccc2)NC(N)=NC1c1ccc(OCc2ccc(Cl)cc2)c(OC)c1 (stereo not drawn)	-27.8	-30.8	1.6	3.2	-0.9	-2.96	-8.0	-6.3	-10.6
Cc1csc(NC(=O)CSc2nnnn2C)n1	-0.8	10.0	-6.1	-1.0	13.6	-1.17	-0.8	4.0	4.1
CCCOC(=O)c1ccc(NC(=O)Oc2ccccc2)cc1	-0.3	0.4	1.6	0.5	9.8	0.926	1.2	1.3	-0.3
CCn1c(C)nc2cc(C#N)ccc21	-0.1	2.1	2.0	1.7	11.2	1.07	-1.5	-1.4	-0.7
C=CCOc1ccccc1CN1CCCC(CCC(=O)N(C)CCc2ccccn2)C1 (stereo not drawn)	1.8	10.9	-9.4	-0.8	1.9	0.527	-0.1	.	-2.3
COc1ccc(OC)c(C(=O)c2ccc(C(=O)O)cc2)c1	0.5	10.4	18.1	-0.8	14.4	0.635	6.1	-7.9	3.3
CC(C)(CN1CCN(C(c2ccccc2)c2ccccc2)CC1)NS(=O)(=O)c1ccccc1	5.3	24.6	-0.6	1.3	2.1	1.02	-4.9	13.8	-2.8
CC[N+](CC)(CCO)CCCN1C(=O)C2CC=C(Cl)CC2C1=O (stereo not drawn)	-1.5	0.9	18.9	-0.3	-5.7	-0.568	-3.7	12.9	-8.4

Remaining list, next part.
SMILES	TNF death inh	Hck Nef HTS	hK5 inh	L929 necroptosis	FXIIa inh 1536	KCC2 mod	Thrombin inh	Rad51 HR inh	FXIa inh 1536
CCOC(=O)N(NC(=O)C(O)(c1ccccc1)c1ccccc1)c1ccccc1	0.4	0.3	-6.1	0.1	2.0	0.554	-6.7	-1.2	-7.2
CCOC(=O)c1c(-n2cccc2)sc2c1CCCC2=O	-0.8	5.5	-19.4	0.2	7.2	-0.622	0.7	3.0	1.1
C/C(=N\Nc1nc2ccccc2[nH]1)c1cccs1	11.5	2.9	-8.3	1.2	10.7	-1.11	-1.7	-1.9	2.9
COc1ccc(C2CC(C)=NN2C=O)cc1OC (stereo not drawn)	-1.9	0.0	-2.9	0.1	5.6	0.293	-4.3	5.0	-9.2
CCCc1cc(-c2nc(N)ncc2-c2csc(C)n2)c(O)cc1OC	-4.6	43.2	-4.8	-0.2	3.8	-1.91	-7.1	-5.5	-3.7
O=C(NCC(=O)N(CCN1CCOCC1)C(C(=O)NC1CCCC1)c1cccnc1)c1cccs1 (stereo not drawn)	-1.2	-1.8	-14.4	.	8.6	0.419	-3.1	.	7.7
COc1ccccc1-c1c(C(F)(F)F)oc2cc(OC(=O)c3ccccc3[N+](=O)[O-])ccc2c1=O	-12.9	2.6	2.3	-0.4	16.6	0.0691	0.0	-3.7	13.4
